# Source: PubChem BioAssay
# ADAM17 inh – ADAM17 inhibitors, primary screen, biochemical, QFRET. 0.83% of 370,000 active. AID 720648, 2013. inhibition, % at 6.95 µM. recombinant ADAM17, EDANS/DABCYL FRET peptide cleavage. Disintegrin and metalloproteinase domain-containing protein 17 (Homo sapiens), P78536;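 active means inhibition above the mean of compounds lying between control limits plus 3 SD, set per campaign, cut at about 8.5% in these data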;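 further: 0% = DMSO-only wells as the low control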
# Target sequence (P78536 215-824 limits assumed): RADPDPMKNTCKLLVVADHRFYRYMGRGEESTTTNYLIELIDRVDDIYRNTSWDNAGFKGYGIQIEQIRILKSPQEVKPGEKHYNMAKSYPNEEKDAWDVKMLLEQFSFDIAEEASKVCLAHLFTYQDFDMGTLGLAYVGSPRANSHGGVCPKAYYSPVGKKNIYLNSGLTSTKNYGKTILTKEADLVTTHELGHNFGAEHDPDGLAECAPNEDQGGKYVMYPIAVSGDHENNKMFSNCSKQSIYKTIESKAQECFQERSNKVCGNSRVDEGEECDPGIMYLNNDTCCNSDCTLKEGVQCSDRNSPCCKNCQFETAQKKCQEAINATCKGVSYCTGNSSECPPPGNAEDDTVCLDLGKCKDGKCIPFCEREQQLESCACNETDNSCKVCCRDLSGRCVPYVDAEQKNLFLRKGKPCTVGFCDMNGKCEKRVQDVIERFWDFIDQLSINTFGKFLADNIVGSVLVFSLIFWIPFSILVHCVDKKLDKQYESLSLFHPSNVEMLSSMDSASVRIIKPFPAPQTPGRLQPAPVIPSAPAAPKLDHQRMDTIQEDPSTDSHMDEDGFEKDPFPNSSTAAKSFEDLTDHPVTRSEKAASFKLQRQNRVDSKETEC
# ARFGAP1 inhibitor – inhibitors of rat ARFGAP1 GAP activity, primary screen, biochemical, fluorescence polarization, GDP tracer; Arfgap1-stimulated ARF1 GTP hydrolysis, GDP FP detection; ADP-ribosylation factor GTPase-activating protein 1 (Rattus norvegicus), Q62848; 0.26% of 360,000 active; inhibition, % at 16.5 µM;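 active means inhibition above a per-plate limit, mean inhibition of low control wells plus 3 SD, cut at about 25% in these data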;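 further: 0% = DMSO wells with enzyme and 100% = wells lacking Arfgap1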
# Target sequence (Q62848 1-136 limits assumed): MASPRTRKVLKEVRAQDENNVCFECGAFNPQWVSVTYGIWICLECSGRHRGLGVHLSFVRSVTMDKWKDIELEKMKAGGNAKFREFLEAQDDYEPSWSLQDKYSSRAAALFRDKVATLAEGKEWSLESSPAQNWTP
#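 Repeats: one replicate per compound; assay system: rat Arfgap1 catalytic domain, aa 1-136; times: enzyme reaction 120 min at 25 °C after 20 min preincubation; detection: FP of antibody-bound GDP Alexa 633 tracer, ex 620/em 688 nm; benchmarks: high control wells lacking Arfgap1, low control full reaction with DMSO; reagent: human ARF1(Δ1-17)-GTP substrate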
# ADAM10 inh – human ADAM10 inhibitors, primary screen, biochemical, QFRET, HTS; Disintegrin and metalloproteinase domain-containing protein 10 (Homo sapiens), O14672; recombinant ADAM10, EDANS/DABCYL FRET peptide cleavage, 3 h; inhibition, % at 7 µM; 0.62% of 370,000 active; AID 720582, 2013;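 active means inhibition above a per-campaign cutoff equal to the mean of compounds falling between control-based bounds plus 3 SD, cut at about 20% in these data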;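 further: 0% = DMSO wells while the 100% control is not disclosed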
# PLC-beta3 inh – human PLC-beta3 inhibitors, primary screen, biochemical, fluorescence; 0.18% of 370,000 active; Purified PLC-beta3, fluorogenic substrate; 1-phosphatidylinositol 4,5-bisphosphate phosphodiesterase beta-3 (Homo sapiens), Q01970; AID 720704, 2013; inhibition, % at 12.2 µM; in the data active means inhibition above about 11%;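 further: 0% = median of compound wells on plate and 100% = full blocker control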
# TDP2 absorb – human TDP2 enzyme inhibitors, primary screen, biochemical, epi absorbance, recombinant enzyme; Tyrosyl-DNA phosphodiesterase 2 (Homo sapiens), O95551; T5PNP hydrolysis, p-nitrophenol absorbance 415 nm; inhibition, % at 12.8 µM; 0.34% of 370,000 active; AID 720702, 2013;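 active means inhibition above the mean of all tested compounds plus 3 SD, set per campaign, cut at about 25% in these data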;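 further: 0% = DMSO with enzyme and 100% = buffer with substrate but no TDP2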
# Target sequence (O95551 whole entry, looked up): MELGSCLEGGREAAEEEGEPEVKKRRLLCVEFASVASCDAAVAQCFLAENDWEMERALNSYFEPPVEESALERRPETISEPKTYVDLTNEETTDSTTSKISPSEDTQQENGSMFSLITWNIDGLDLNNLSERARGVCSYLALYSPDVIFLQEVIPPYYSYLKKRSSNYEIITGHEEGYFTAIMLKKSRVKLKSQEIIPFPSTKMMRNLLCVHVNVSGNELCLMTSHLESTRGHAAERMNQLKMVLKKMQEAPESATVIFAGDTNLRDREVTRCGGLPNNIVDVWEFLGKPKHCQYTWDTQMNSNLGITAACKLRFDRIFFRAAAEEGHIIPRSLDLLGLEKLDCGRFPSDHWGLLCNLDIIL
#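 Material: recombinant human TDP2; quantity: TDP2 enzyme at 120 nM final; medium: Tris-HCl pH 7.5 with MgCl2; compound: single concentration, 12.8 µM nominal, with 1% DMSO; incubation: 2 h enzyme incubation at 37 °C; signal: epi absorbance; measure: percent inhibition; benchmarks: high control without enzyme, low control DMSO plus TDP2; repeats: singlicate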
# ASAP1 GAP inh – inhibitors of human ASAP1 ArfGAP activity, primary screen, biochemical, fluorescence polarization; 0.19% of 360,000 active; Arf-GAP with SH3 domain, ANK repeat and PH domain-containing protein 1 (Homo sapiens), …; ASAP1-stimulated ARF1 GTP hydrolysis, GDP FP detection; AID 624377, 2012; inhibition, % at 16.5 µM; in the data active means inhibition above about 25%;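 further: 0% = vehicle with enzyme and substrate and 100% = no enzyme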
# SIAE inh – human SIAE inhibitors, primary screen, biochemical, fluorescence polarization, FP-Rh probe, 1536-well HTS | Sialate O-acetylesterase (Homo sapiens), Q9HAT2 | SIAE FP-Rh probe binding | inhibition, % at 9.66 µM | 0.69% of 370,000 active;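 active means inhibition above a cutoff: mean of compounds within the control limits plus 3 SD of those, cut at about 17% in these data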;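 further: 0% = plate median of compound wells and 100% = probe without SIAE protein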
# Tn7 DDE FP – inhibitors of Tn7 peptide binding to fibrin DD(E), primary screen, biochemical, fluorescence polarization, human fibrin, Tn7 probe | Fibrinogen beta chain (Homo sapiens), P02675 | FP displacement of FITC-Tn7 peptide from fibrin DD(E); 0% = median of compound wells per plate | inhibition, % at 8.3 µM | 0.13% of 370,000 active;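 active means inhibition above the mean of compounds falling within the control limits plus 3 SD of them, cut at about 14% in these data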;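 further: 0% = plate median of compound wells and 100% = 10 µM Aha-Tn7 peptide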
#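 System: human fibrin DD(E); quantity: Fibrin-DD(E) at 2 µM final; also added: fluorescent Tn7 probe at 0.1 µM; compound dosing: single nominal test concentration of 8.3 µM per compound; schedule: 10 min preincubation, 3 h with tracer, room temperature; detection: fluorescence polarization of the labelled Tn7 tracer; repeats: one replicate per compound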
# Tn6 DDE FP – inhibitors of Tn6 peptide binding to fibrin DD(E), primary screen, biochemical, fluorescence polarization, human fibrin, Tn6 probe. 0.21% of 370,000 active. inhibition, % at 8.3 µM. Fibrin DD(E) TRITC-Tn6 fluorescence polarization displacement. Fibrinogen beta chain (Homo sapiens), P02675;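 active means inhibition above a per-campaign cutoff: mean of compounds within control limits plus 3 SD, cut at about 15% in these data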;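 further: 0% = median of all compound wells on the plate and 100% = blocking peptide control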
# PLCg1 inh – PLC-gamma1 enzyme inhibitors, primary screen, biochemical, fluorescence, purified enzyme | 1-phosphatidylinositol 4,5-bisphosphate phosphodiesterase gamma-1 (Homo sapiens), P19174 | fluorogenic substrate | inhibition, % at 12.2 µM | 0.84% of 370,000 active | AID 720700, 2013; in the data active means inhibition above about 9.5%
# Numbers without * were called inactive; i = inactive; / = not tested or not shown. An excerpt, so the mix of outcomes need not match the whole.
SMILES,ADAM17 inh,ARFGAP1 inhibitor,ADAM10 inh,PLC-beta3 inh,TDP2 absorb,ASAP1 GAP inh,SIAE inh,Tn7 DDE FP,Tn6 DDE FP,PLCg1 inh
CCOc1ccccc1-n1c(O)c(C=Nc2ccc(N(CC)CC)cc2)c(=O)[nH]c1=O,4,-6,7,-13,5,-9,11,1,13,-12
O=[N+]([O-])c1ccc(N2CC2)c([N+](=O)[O-])c1,2,23,9,3,-5,-3,3,-1,0,7
CC(=O)N1CN2CN(C1)CN(C(C)=O)C2,0,-4,-10,3,3,22,-5,-1,8,2
Cc1nc2cc(-c3ccccc3)nn2c(C)c1CCC(=O)N1CCC2(CC1)OCCO2,-5,6,-26,-43,5,6,-3,-1,-1,-25
COC(=O)C1C(c2ccc(Cl)cc2)CC2CCC1N2C (stereo not drawn),-1,-3,2,8,4,3,-3,0,3,1
C[C@]12CCC3C(CC[C@H]4C[C@@H](O)CC[C@]34C)C1C[C@@H](Br)[C@@H]2O (stereo partly drawn),0,-1,-8,-10,6,-11,2,6,-3,0
C=C(C)c1cccc(C(C)(C)NC(=O)NC2CN3CCC2CC3)c1 (stereo not drawn),3,15,-2,7,-5,10,-6,-10,-9,3
C=CCN1C(=O)NC(=O)/C(=C/C=C/c2ccccc2)C1=O,-6,1,-25,-23,4,-4,1,-5,-7,-11
COc1ccc(C(=O)CC2(CC(=O)c3ccc(OC)cc3)C(=O)N(C)C(=O)N(C)C2=O)cc1,-2,-3,2,2,-7,-5,-3,2,8,-1
CCOC(=O)C1=C(C)N(C)C2(C)CC1c1ccccc1O2 (stereo not drawn),-1,2,3,2,7,0,3,4,6,2
O=C(Cc1c[nH]c2ccccc12)NNCc1ccc(N(CCCl)CCCl)cc1,-14,4,-61,-21,-5,-13,7,0,3,-22
C=C1C(=O)O[C@@H]2C[C@@H](C)[C@H]3C=CC(=O)[C@]3(O)C[C@@H]12,-1,-6,6,1,3,-15,-7,-4,-1,2
CC1CC2(C)C(CCC3C2CCC2(C)C(OP(=O)(N4CC4)N4CC4)CCC32)CC1=O (stereo not drawn),-8,-1,-13,-3,-5,8,-6,-1,3,-1
COc1ccc(/C=C2/C(=O)NC(=O)N(C3CCCCC3)C2=O)cc1CSc1ccccn1,-5,9,-1,-2,8,0,12,2,-4,-3
COc1cccc(N2C(=O)CC(=O)NC2=O)c1,-5,-2,-13,-8,6,-20,3,1,-3,-2
O=C(C1CCN(S(=O)(=O)N2CCOCC2)CC1)N1CCC2(CC1)OCCO2,-39,-7,-131,-26,-16,-4,-3,-6,0,-12
Nc1nonc1OCCCCOc1nonc1N,-6,-13,0,-4,-1,0,-3,0,4,1
COC(=O)C12CCc3c(ccc4cc(OC)ccc34)C1=CC(=O)C2 (stereo not drawn),i,3,i,i,-3,0,-2,2,-1,i
COC(=O)C1C(c2ccc(F)cc2)CC2CCC1N2C (stereo not drawn),-2,0,-7,1,-5,1,-5,-1,-2,1
COc1cccc2c1O[C@H]1C(=O)CC[C@H]3CN(C)CCC231 (stereo partly drawn),-3,2,-3,1,7,-5,-8,-5,-7,3
O=C1NCN(c2ccccc2)C12CCN(C(c1cccs1)c1nnnn1-c1ccc3c(c1)OCCO3)CC2 (stereo not drawn),9.0*,5,20,4,-6,-12,3,-4,-4,0
CC1=C(C(=O)OC(C)C)[C@]2(C(=O)N(CC(N)=O)c3ccccc32)C(C#N)=C(N)O1,-1,-13,5,3,-2,6,-3,1,4,-1
NNc1n[nH]c(=S)n1N,-3,10,-3,-4,33*,2,6,8,-2,4
Cn1cc(C(O)CN2CCCCC2)c2ccccc21 (stereo not drawn),2,6,4,-6,-7,18,10,-2,-5,4
CCOP(=O)(OCC)c1cccc(OP(=O)(c2cccc([N+](=O)[O-])c2)c2cccc([N+](=O)[O-])c2)c1,0,4,-1,-3,4,-5,2,-5,0,0
SMILES,ADAM17 inh,ARFGAP1 inhibitor,ADAM10 inh,PLC-beta3 inh,TDP2 absorb,ASAP1 GAP inh,SIAE inh,Tn7 DDE FP,Tn6 DDE FP,PLCg1 inh
CCN(CC)C(=O)c1ccc(NC(=O)CNC(C)c2cccc3ccccc23)cc1 (stereo not drawn),1,13,9,-8,-13,5,3,-2,2,2
CC1(C)C(c2ccccc2)=NC(c2cccnc2)=[N+]1[O-],-3,6,2,5,2,-5,12,6,-5,2
CC(C)(C)n1cc(C(=O)c2ccc3ccccc3c2O)cn1,-8,3,-2,-14,-6,8,-12,6,-14,-5
COc1ccc(NC(=O)c2cn(CCC#N)nc2-c2cccc([N+](=O)[O-])c2)cc1,-2,3,5,-4,0,-6,5,2,-5,1
COc1ccc(/C=C2/C(=O)NC(=S)N(C3CC3)C2=O)cc1CN1C(=O)c2ccccc2C1=O,1,1,10,0,-9,-14,-9,10,3,-4
CNS(=O)(=O)c1ccc(N=Cc2c(O)n(-c3ccc(C)cc3)c(=O)[nH]c2=O)cc1,-5,2,-4,-13,-4,4,0,1,2,-7
COc1cc(CN2CCNCC2)cc(OC)c1OC,-4,-9,1,-6,10,0,4,8,-3,2
Cc1nc2c(-c3ccccc3)c(C)nn2c(C)c1CCC(=O)N1CCC2(CC1)OCCO2,3,-7,5,-38,11,-1,10,0,-3,-28
Cc1ccc(OCC(=O)N2CCN(Cc3ccc([N+](=O)[O-])cc3)CC2)cc1,0,-12,2,-3,11,-2,2,6,7,1
CCCCOC(=O)C1=C(N)OC2=C(C(=O)CC(C)(C)C2)[C@]12C(=O)N(C)c1ccccc12,-3,9,1,1,3,-2,-4,0,2,-1
CCn1c(C)cc(/C=C2\C(=O)NC(=O)N(c3ccccc3C)C2=O)c1C,2,13,0,2,5,-6,0,-4,10,2
O=c1c2ccccc2nc(/C=C/c2ccccn2)n1-c1ccccc1,-2,6,-5,-5,-9,-10,-10,5,1,-1
CN1C(=O)C(Cc2ccsc2)C(=O)N(C)C1=O,-5,-1,-11,0,11,3,2,0,-2,-3
Cc1ccccc1-n1c(O)c(C=NCCN2CCOCC2)c(=O)[nH]c1=O,-4,-1,2,4,-9,-6,-4,4,-4,2
COc1ccc(O)c(CN2CCCC(C(=O)c3ccccc3SC)C2)c1 (stereo not drawn),0,3,4,-2,11,-1,7,7,8,2
COc1ccc(N=C(C)c2c(O)[nH]c(=O)[nH]c2=O)cc1,0,2,-6,-24,5,5,5,0,3,-20
CCOP(=O)(OCC)C1(C(=O)O)CCCC1,-6,2,5,0,-15,14,3,6,-6,3
COc1cc(O)c2c(c1)/C=C/C[C@H](O)[C@H](O)[C@@H](O)/C=C/C[C@H](C)OC2=O,-4,/,-17,-89,7,/,8,1,-6,-67
CCC1C2CC3C4N(C)c5ccccc5C45CC(C2C5O)N3[C@@H]1O (stereo partly drawn),-1,12,3,-5,-20,-1,1,-1,4,1
O=c1[nH]c2ccccc2n1C1CCN(C(c2cccc3ccccc23)c2nnnn2-c2ccc3c(c2)OCCO3)CC1 (stereo not drawn),5,-5,13,2,-9,4,-15,-6,-3,1
CCC1(CC)COP(=O)(OCC(Cl)CCl)OC1 (stereo not drawn),-2,-2,1,0,-3,5,-3,3,4,1
C=CCn1c(O)c(C(C)=NCCN2CCCCC2)c(=O)[nH]c1=O,-1,1,2,5,0,-6,11,3,-7,4
N=C1c2ccccc2CN1NC(=O)c1ccco1,-5,-3,-2,0,-6,-13,10,-3,0,-1
O=[N+]([O-])c1ccc(Cl)cc1,-1,8,-5,-1,8,6,1,-5,9,0
Cc1ccc(S(=O)(=O)N2CCN(C(=O)COC(=O)Cc3ccccc3)CC2)c(C)c1,-4,4,-2,-9,8,1,0,2,3,1
SMILES,ADAM17 inh,ARFGAP1 inhibitor,ADAM10 inh,PLC-beta3 inh,TDP2 absorb,ASAP1 GAP inh,SIAE inh,Tn7 DDE FP,Tn6 DDE FP,PLCg1 inh
CN=C1CN(O)C(c2ccccc2)=c2cc(Cl)ccc2=N1,-5,6,-4,-5,-7,1,10,-1,-2,-5
C[C@]12CCC(=O)C[C@@H]1CC[C@@H]1[C@@H]2CC[C@]2(C)[C@@H](O)CC[C@@H]12,-2,-9,-14,1,3,7,7,5,-1,-2
COc1ccc(NC(=O)N2C[C@@H]3C[C@@H](C2)c2cccc(=O)n2C3)c(OC)c1,0,2,-7,3,-9,5,2,0,-3,3
Cc1ccc2c(c1)CC1(CN2C)C(=O)NC(=O)N(C(C)C)C1=O (stereo not drawn),-8,6,-6,-3,13,-2,5,0,-1,-2
CN1CCN(C(=O)COc2ccc3ccccc3c2Br)CC1,2,-7,13,0,-10,-5,-3,-4,-4,1
CC1(C)C2SCC(=O)N2CCN1CC(=O)NN (stereo not drawn),-26,4,-10,-4,13,3,1,8,-4,-2
CN(Cc1ccccc1)C1CCCN(C(=O)COc2ccccc2Cl)C1 (stereo not drawn),-5,10,-9,-9,-1,6,5,6,6,-2

# Just ARFGAP1 inhibitor and ADAM17 inh (2 entries from above):
SMILES,ARFGAP1 inhibitor,ADAM17 inh
CCCCOC(=O)C1=C(N)OC2=C(C(=O)CC(C)(C)C2)[C@]12C(=O)N(C)c1ccccc12,9,-3
COc1ccc(C(=O)CC2(CC(=O)c3ccc(OC)cc3)C(=O)N(C)C(=O)N(C)C2=O)cc1,-3,-2

# Pulled by structure from above (2):
SMILES,ADAM17 inh,ARFGAP1 inhibitor,ADAM10 inh,PLC-beta3 inh,TDP2 absorb,ASAP1 GAP inh,SIAE inh,Tn7 DDE FP,Tn6 DDE FP,PLCg1 inh
CCOC(=O)C1=C(C)N(C)C2(C)CC1c1ccccc1O2 (stereo not drawn),-1,2,3,2,7,0,3,4,6,2
COc1cccc2c1O[C@H]1C(=O)CC[C@H]3CN(C)CCC231 (stereo partly drawn),-3,2,-3,1,7,-5,-8,-5,-7,3
